PAFAH2 FP inh: PAFAH2 (human) inhibition. recombinant PAFAH2, FP-rhodamine activity probe, fluorescence polarization. inhibition, % at 3.39 µM. 340,000 tested, 0.99% active;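 active = inhibition above the mean over all tested compounds plus 3 SD, cut at about 30% in these data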;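 note: inhibitors block probe labeling of enzyme so polarization drops; 0% = enzyme with DMSO and 100% = wells lacking PAFAH2 protein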
LYPLA2 inh: counter-screen for PME1 inhibitors: inhibitors of human LYPLA2; O95372; recombinant LYPLA2, FP-Rh probe fluorescence polarization; inhibition, % at 5.9 µM; 320,000 tested, 0.38% active;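 active = inhibition above the screen-wide mean plus 3 SD, limit set per campaign, cut at about 26% in these data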;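 note: 0% = LYPLA2 with DMSO and 100% = wells lacking LYPLA2 enzyme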
Target sequence (O95372 whole entry, looked up): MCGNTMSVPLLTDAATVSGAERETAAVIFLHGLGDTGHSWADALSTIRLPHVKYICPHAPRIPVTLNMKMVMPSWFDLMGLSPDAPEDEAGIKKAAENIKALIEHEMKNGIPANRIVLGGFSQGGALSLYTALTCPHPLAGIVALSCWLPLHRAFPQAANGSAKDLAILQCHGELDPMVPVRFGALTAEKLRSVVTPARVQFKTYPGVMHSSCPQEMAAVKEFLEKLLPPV
ZTA counter: blocks Epstein-Barr virus ZTA, an EBNA-1 counter-screen; P03206; ZTA-DNA binding, fluorescence polarization; inhibition, % at 11 µM; 320,000 tested, 0.15% active; AID 2234; in the data active = inhibition above about 33%
PAFAH1B3 inh: PAFAH1B3 (human) inhibition; 340,000 tested, 0.28% active; inhibition, % at 3.39 µM; Q15102; AID 492972; recombinant PAFAH1B3, FP-rhodamine probe, fluorescence polarization;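 active = inhibition above the screen-wide average of all tested compounds plus 3 SD, cut at about 25% in these data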;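 note: 0% = enzyme with DMSO only and 100% = wells lacking PAFAH1B3 protein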
Target sequence (Q15102 whole entry, looked up): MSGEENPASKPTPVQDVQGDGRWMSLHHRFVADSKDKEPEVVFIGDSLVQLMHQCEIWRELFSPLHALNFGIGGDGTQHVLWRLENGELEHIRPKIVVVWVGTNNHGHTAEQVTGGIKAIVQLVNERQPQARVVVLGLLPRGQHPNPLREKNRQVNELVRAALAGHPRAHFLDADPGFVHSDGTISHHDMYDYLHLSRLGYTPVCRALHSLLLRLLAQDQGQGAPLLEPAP
EBNA-1 inh: blocks EBNA-1 binding to DNA; inhibition, % at 14.8 µM; 300,000 tested, 0.34% active; EBNA-1 DNA binding, fluorescence polarization; in the data active = inhibition above about 28%
PAFAH1B2 inh: PAFAH1B2 (human) inhibition | inhibition, % at 3.39 µM | AID 492953 | P68402 | 340,000 tested, 1.2% active | recombinant PAFAH1B2, FP-rhodamine activity probe, fluorescence polarization;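 active = inhibition above the mean of all tested compounds plus 3 SD, cut at about 24% in these data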;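 note: 0% = enzyme with DMSO and 100% = wells lacking PAFAH1B2; many of its hits are not listed in these tables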
Target sequence (P68402 whole entry, looked up): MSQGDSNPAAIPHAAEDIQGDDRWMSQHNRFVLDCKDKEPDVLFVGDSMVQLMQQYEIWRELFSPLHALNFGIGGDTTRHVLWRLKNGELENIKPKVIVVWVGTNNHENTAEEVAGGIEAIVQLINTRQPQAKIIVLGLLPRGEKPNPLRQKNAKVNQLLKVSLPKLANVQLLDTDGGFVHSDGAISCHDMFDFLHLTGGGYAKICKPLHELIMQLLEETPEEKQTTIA
PREPL inhibitor: inhibits the human prolyl oligopeptidase-like enzyme. 320,000 tested, 0.68% active. inhibition, % at 5.96 µM. recombinant PREPL, fluorescence polarization activity-based probe. Q4J6C6; in the data active = inhibition above about 43%;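 note: 0% = enzyme with DMSO and 100% = wells lacking enzyme; many of its hits are not listed in these tables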
pPAFAH FP inh: inhibitors of human plasma PAF acetylhydrolase (pPAFAH). Q13093. recombinant pPAFAH, FP-rhodamine probe fluorescence polarization. inhibition, % at 3.39 µM. 330,000 tested, 1.5% active;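 active = inhibition above the mean inhibition across the screen plus 3 SD, cut at about 25% in these data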;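 note: inhibitors block binding of the rhodamine activity-based probe so polarization drops; 0% = enzyme with DMSO and 100% = wells lacking pPAFAH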
LYPLA1 counter: blocks human lysophospholipase 1, a PME1 counter-screen; recombinant LYPLA1, FP-Rh probe fluorescence polarization; 320,000 tested, 0.16% active; inhibition, % at 5.9 µM; O75608; AID 2174;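 active = inhibition above the mean of all tested compounds plus 3 SD, set per campaign, cut at about 14% in these data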;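 note: inhibitors block serine hydrolase probe labeling of LYPLA1 so polarization falls; 0% = enzyme with DMSO and 100% = wells lacking LYPLA1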
Target sequence (O75608 whole entry, looked up): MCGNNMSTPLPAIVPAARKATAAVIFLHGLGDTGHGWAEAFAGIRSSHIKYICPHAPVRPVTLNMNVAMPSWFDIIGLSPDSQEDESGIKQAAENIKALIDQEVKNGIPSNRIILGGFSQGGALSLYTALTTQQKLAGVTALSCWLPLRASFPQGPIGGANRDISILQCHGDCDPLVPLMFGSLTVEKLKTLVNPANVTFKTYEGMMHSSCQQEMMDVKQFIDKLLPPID
* marks the source's active call; other numbers are inactive results; · = no result given. These rows are one share of the data; count on the stated rates, not on these rows.

SMILES	pPAFAH FP inh	LYPLA1 counter	PAFAH1B3 inh	LYPLA2 inh	PAFAH2 FP inh	PREPL inhibitor	PAFAH1B2 inh	EBNA-1 inh	ZTA counter
CC(C)CNC(=O)COC(=O)c1ccccc1SCC(=O)NCC(C)C	1.7	-1.6	10.7	1.1	44.4*	14.0	1.9	-3.7	9.1
CN1CCN(C(=O)c2ccc3c(c2)NC(=O)C(C)(C)O3)CC1	-2.4	3.9	-2.1	0.8	0.8	5.2	-0.8	-2.0	3.3
CCOc1ccc(CNC(=O)CCn2c(=O)oc3ccccc32)cc1	4.9	1.3	-0.2	0.0	-3.0	4.4	8.7	2.1	9.8
N#Cc1c(N)n(-c2ccc(O)cc2)c2nc3ccccc3nc12	-2.9	-2.0	1.6	-0.6	-0.3	-2.4	-0.4	8.4	1.8
c1ccc(COc2cccc(CN3CCCCC3)c2)cc1	-1.4	-1.2	-3.0	2.8	-7.2	28.8	-0.5	-6.5	10.5
CC(=O)NC(CC(=O)O)c1ccc(F)cc1 (centres undefined)	7.7	-0.7	8.9	5.5	3.0	2.6	2.8	-10.6	-14.5
O=C(CCC(=O)N1CCOCC1)NCCc1ccc(Cl)cc1Cl	-1.4	-2.8	4.1	-3.2	7.2	1.8	8.4	-1.3	3.6
CCn1c(SCC(=O)Nc2oc(C)c3c(C)n[nH]c(=O)c23)nc2sc(C)c(C)c2c1=O	-2.1	-2.6	1.6	0.7	-0.2	-5.0	2.0	-7.6	-11.5
CCOC1OC(=O)C(Cl)=C1Nc1ccc(C)cc1 (centres undefined)	0.7	2.1	4.3	1.2	-7.2	0.7	-1.2	-8.8	-7.3
Cc1ccc(S(=O)(=O)N2CCN(C(=O)CCc3c[nH]c4ccccc34)CC2)c(C)c1	4.8	-2.3	6.5	0.0	-1.8	-19.4	9.0	·	1.5
CN(Cc1nc(-c2cnccn2)no1)CC1(c2ccccc2)CC1(C)C (centres undefined)	5.3	1.8	8.9	0.2	-3.7	1.8	25.7*	5.4	12.5
CCc1nnc(NC(=O)c2c(C)nn(-c3ccccc3)c2Cl)s1	1.2	3.9	5.6	2.1	11.5	14.4	-0.2	-6.3	-15.3
CC(CN1CCOCC1)OC(=O)c1ccc(Br)cc1 (centres undefined)	5.0	2.5	8.6	2.6	3.7	1.8	1.1	-0.9	-4.0
COc1ccc(-n2ncc3c(=O)n(CC(=O)N4CCCc5ccccc54)cnc32)cc1	2.5	1.0	-2.5	9.1	0.8	-1.7	-2.2	4.5	-3.4
Cc1ccc(S(=O)(=O)NCCC(=O)NC2CC2)cc1	2.0	-2.4	8.2	0.4	4.0	0.5	1.4	-5.1	1.2
Cc1cc(C#N)c(SCC(N)=O)nc1-c1ccc(F)cc1	-6.0	-1.7	-0.8	-0.1	3.0	12.0	2.0	4.1	-7.2
CCc1nnc(NC(=O)CSc2nc(C)cc(C)c2C#N)s1	6.6	-3.6	3.4	0.1	4.2	-8.0	2.1	8.6	17.2
Cc1ccc(NC(=O)CN2CCN(S(=O)(=O)c3cccs3)CC2)cc1S(=O)(=O)N(C)C	7.3	-2.5	-3.7	-1.1	7.9	7.8	2.2	7.4	4.1
CS(=O)(=O)c1ccc2nnn(OCC(=O)Nc3ccc(Br)cc3Br)c2c1	0.2	-0.3	5.4	4.3	-0.4	-2.8	-0.5	-4.9	-7.1
COc1ccc(/C=C/C(=O)Nc2ccc(NC(C)=O)cc2)cc1S(=O)(=O)N1CCOCC1	-1.2	-1.1	-0.1	0.4	0.2	-2.6	2.8	2.4	3.6
COc1ccc(C(=O)n2cnnc2N)cc1	4.2	-4.6	6.8	-5.3	11.1	0.2	1.3	-7.2	-1.9
O=C(O)c1ccc(S(=O)(=O)N2CCC(n3nnc4cc(C(F)(F)F)ccc43)CC2)cc1	5.8	5.4	3.0	3.5	13.4	-13.2	4.4	-4.6	-16.8
CCN1CCN(CCCNC(=O)c2ccc(/C=C3/Oc4ccccc4N(Cc4cccc(C)c4)C3=O)cc2)CC1	-7.6	-17.8	-3.2	-28.2	-7.8	-90.8	2.1	3.2	15.0
CN(C)CCN(C(=O)CCS(=O)(=O)c1ccccc1)c1nc2cc3c(cc2s1)OCO3	-0.4	-3.6	6.4	-2.6	3.6	-2.9	-1.6	-11.5	1.1
Cn1cccc1/C=N/NC(N)=S	2.3	-0.1	8.4	9.6	4.3	0.9	3.0	-4.4	2.6
CCOC(=O)CNc1nc(Cl)nc(NC(C)(C)C)n1	3.5	1.7	4.6	-3.7	0.9	4.2	-1.5	-4.0	-7.7
O=S(=O)(c1ccccc1)N(Cc1ccc(Cl)cc1)c1ccncc1	1.5	-1.7	-12.4	-0.7	8.9	-9.1	1.2	10.4	-6.0
CCOc1ccc2nc(NC(=O)c3ccc(OCC4CCCO4)cc3)sc2c1 (centres undefined)	16.2	-9.7	-3.5	-5.5	-11.2	4.3	-1.8	-4.1	3.6
CCc1ccccc1-n1nnnc1SCC(=O)Nc1ccc(N2CCN(C)CC2)cc1	8.7	-0.1	2.2	8.0	1.1	4.7	3.2	1.9	10.4
CCOC(OCC)c1ccc(/C=C\c2nccc(N)n2)cc1	2.4	-1.6	-6.0	-0.2	6.8	-20.8	1.5	7.9	-11.2
CCN(CC)S(=O)(=O)c1cccc(NC(=O)c2ccc(Sc3nncn3C)c([N+](=O)[O-])c2)c1	10.0	-6.6	3.2	1.9	-1.5	12.1	5.7	-14.1	2.7
Cc1cnc([N+](=O)[O-])n1CCOC(=O)NC(=O)c1ccccc1	0.0	-3.0	4.1	0.3	4.6	-4.1	2.4	-4.4	-10.4
O=C(c1cccs1)N(C(=O)c1cccs1)c1ccc(Br)cn1	2.7	0.1	11.2	4.5	0.7	0.3	4.0	8.4	8.6
CC(=O)c1cccc(NC(=O)c2c(F)c(F)c(F)c(F)c2F)c1	1.5	-2.6	2.2	9.4	8.8	19.8	2.5	-5.4	4.4
COc1ccc(C(=O)c2ccc(N3CCOCC3)c([N+](=O)[O-])c2)cc1	2.2	0.1	8.3	9.3	3.0	-6.6	5.2	-6.9	4.6
Cc1cc(C(=O)OCC(=O)NCc2ccc(Cl)cc2)c(C)o1	3.1	0.7	13.7	6.8	-1.8	0.6	-2.1	-8.2	14.2
O=C(Nc1cccs1)Nc1ccccc1Br	2.1	-1.4	5.0	-1.4	-2.9	16.9	5.2	-0.5	8.8
CC1=C(C(=O)N(C)C)C(c2ccc(C)s2)NC(=S)N1 (centres undefined)	-2.9	-1.5	6.5	3.1	-10.4	12.1	-3.4	-3.5	10.4
O=C(NCc1cc(C(F)(F)F)cc(C(F)(F)F)c1)C1CC(c2cccc(F)c2)=NO1 (centres undefined)	10.3	-3.0	8.6	2.8	6.4	11.4	5.1	-3.8	-9.7
O=C1CC(NNc2nc3ccccc3s2)C(=O)N1c1ccc(F)cc1 (centres undefined)	3.5	0.0	4.5	-0.6	0.0	3.4	11.5	8.4	10.8
Cn1c2ccccc2c2cc([N+](=O)[O-])ccc21	6.3	-0.6	5.6	-0.7	-5.3	2.5	1.8	-4.1	-4.5
COc1ccc([N+](=O)[O-])cc1NC1C2CC3CC(C2)CC1C3 (centres undefined)	1.7	1.0	8.0	-3.3	-9.8	-6.2	0.7	-7.5	0.5
Cn1c2ccccc2c(=O)c2cc(C#Cc3ccsc3)ccc21	-2.4	-1.8	6.0	-6.4	-4.5	11.8	5.7	-1.8	9.0
O=C(O)C1CCCCN1C(=O)c1ccc(S(=O)(=O)N2CCCCCC2)cc1 (centres undefined)	-3.9	-1.9	-4.8	-7.5	5.6	10.5	4.1	·	7.6
O=C(O)c1cccc(C(=O)O)c1	4.1	3.0	3.5	5.6	7.3	-0.3	0.5	2.7	10.8
Cc1ccc2[nH]cc(C(=O)CN3CCC4(CC3)OCCO4)c2c1	0.5	0.0	4.5	-3.6	-2.7	6.3	2.1	2.3	-6.1
c1cncc(Nc2c3ccccc3nc3ccccc23)c1	5.3	0.9	-1.0	-0.8	5.4	10.9	3.3	2.2	-0.3
CN(C)S(=O)(=O)c1cccc(NC(=O)COC(=O)c2cccnc2Cl)c1	5.6	·	13.7	·	23.2	-3.7	2.7	·	·

Marked active in PAFAH2 FP inh (from the list above):
| Molecule | pPAFAH FP inh | PAFAH1B3 inh | PAFAH2 FP inh | PREPL inhibitor | PAFAH1B2 inh | EBNA-1 inh |
| --- | --- | --- | --- | --- | --- | --- |
| CC(C)CNC(=O)COC(=O)c1ccccc1SCC(=O)NCC(C)C | 1.7 | 10.7 | 44.4* | 14.0 | 1.9 | -3.7 |

Additional entries
SMILES	pPAFAH FP inh	LYPLA1 counter	PAFAH1B3 inh	LYPLA2 inh	PAFAH2 FP inh	PREPL inhibitor	PAFAH1B2 inh	EBNA-1 inh	ZTA counter
COc1ccc(-c2nn(C)c(=O)c3ccccc23)cc1CNC(=O)CN1CCOCC1	0.7	1.6	·	1.2	·	17.7	·	0.4	-9.2
O=C(CN1C(=O)c2ccccc2C1=O)NC1CCC(O)CC1 (centres undefined)	-0.8	-0.6	6.3	2.9	5.0	6.5	2.0	·	10.2
Cc1ccc2cc3cc(C(=O)N(CC(=O)NC4CCCC4)c4cccc(C)c4C)sc3nc2c1	3.9	-9.2	-7.4	-13.6	-12.1	-13.0	-9.3	2.2	8.3
O=C(COC(=O)c1cc([N+](=O)[O-])ccc1N1CCOCC1)Nc1ccccc1OC(F)F	-4.1	-3.1	3.3	-0.9	4.1	8.3	6.8	-0.6	-13.5

Entries listed so far that have two or more sulfur atoms, in the order listed:
SMILES	pPAFAH FP inh	LYPLA1 counter	PAFAH1B3 inh	LYPLA2 inh	PAFAH2 FP inh	PREPL inhibitor	PAFAH1B2 inh	EBNA-1 inh	ZTA counter
CCn1c(SCC(=O)Nc2oc(C)c3c(C)n[nH]c(=O)c23)nc2sc(C)c(C)c2c1=O	-2.1	-2.6	1.6	0.7	-0.2	-5.0	2.0	-7.6	-11.5
CCc1nnc(NC(=O)CSc2nc(C)cc(C)c2C#N)s1	6.6	-3.6	3.4	0.1	4.2	-8.0	2.1	8.6	17.2
Cc1ccc(NC(=O)CN2CCN(S(=O)(=O)c3cccs3)CC2)cc1S(=O)(=O)N(C)C	7.3	-2.5	-3.7	-1.1	7.9	7.8	2.2	7.4	4.1
CN(C)CCN(C(=O)CCS(=O)(=O)c1ccccc1)c1nc2cc3c(cc2s1)OCO3	-0.4	-3.6	6.4	-2.6	3.6	-2.9	-1.6	-11.5	1.1
CCN(CC)S(=O)(=O)c1cccc(NC(=O)c2ccc(Sc3nncn3C)c([N+](=O)[O-])c2)c1	10.0	-6.6	3.2	1.9	-1.5	12.1	5.7	-14.1	2.7
O=C(c1cccs1)N(C(=O)c1cccs1)c1ccc(Br)cn1	2.7	0.1	11.2	4.5	0.7	0.3	4.0	8.4	8.6
CC1=C(C(=O)N(C)C)C(c2ccc(C)s2)NC(=S)N1 (centres undefined)	-2.9	-1.5	6.5	3.1	-10.4	12.1	-3.4	-3.5	10.4

Screening results (PubChem)
